Screens: PubChem BioAssay, National Center for Advancing Translational Sciences (NCATS)
rTrxR1 inhibitor – qHTS Assay for Inhibitors of Mammalian Selenoprotein Thioredoxin Reductase 1 (TrxR1): qHTS; recombinant rTrxR1, NADPH fluorescence consumption, selenite substrate; Potency, µM (highest dose often 114 µM), inactives show at the highest dose activity change, negative = inhibition, hits mostly inhibitors; hit rate 1% among 390,000; further: on the % scale 0 is the no-effect control and ±100 the full control effect; nearly all actives have a fitted effect of over 65% in size
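Rat TrxR1 (90 nM in the dispensed reagent) was pre-reduced with 400 uM NADPH for 5 min at room temperature, then incubated with compound for 15 min. After 400 uM selenite was added, NADPH fluorescence (Ex 340/Em 450 nm) was followed for 8 min.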
Vif-APOBEC3F blk – qHTS for Inhibitors of Vif-A3F Interactions: qHTS. hit rate 0.2% among 390,000. HeLa A3F-eYFP + Vif (tagged APOBEC3F with the HIV-1 protein that degrades it), YFP fluorescence increase. Potency, µM (top dose mostly 46.1 µM), for the others: at the highest dose activity, negative = active; further: % of control where 0% means no effect; nearly all actives have a fitted effect of over 65% in size
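HeLa cells stably expressing A3F-eYFP plus Vif, plated and incubated overnight at 37 deg C, then exposed to compounds overnight at 37 deg C. Blocked degradation read as raised yellow fluorescence (Ex 488/Em 500-530).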
RXFP1 ag – qHTS Assay for Agonists of the Relaxin Receptor RXFP1. Relaxin receptor 1 (Homo sapiens), Q9HBX9. HEK293T-RXFP1 cAMP TR-FRET, 30 min; response scale: percent of porcine relaxin response, buffer zero. Potency, µM (highest dose often 57.5 µM), inactives show top-dose activation, most hits filed as activators. hit rate 0.3% among 370,000; further: on the % scale 0 is the no-effect control and ±100 the full control effect; nearly all actives have a fitted effect of over 60% in size; many of its hits are not listed in these tables
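Agonist response is measured as cAMP accumulation in an RXFP1-transfected HEK293T line under PDE4 inhibition. Values are scaled between buffer-only and 29 nM porcine relaxin, and EC50s come from standard Hill equation fits.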
Vif-APOBEC3G blk – qHTS for Inhibitors of Vif-A3G Interactions: qHTS. AID 602310, 2012. hit rate 0.076% among 410,000. HeLa A3G-eYFP + Vif (tagged APOBEC3G with the HIV-1 protein that degrades it), YFP fluorescence, overnight. Potency, µM (highest dose often 46.1 µM), without a hit: at the top dose activity, negative = active, most hits filed as inhibitors;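 further: on the % scale 0 is the no-effect control and ±100 the full control effect; nearly all actives have a fitted effect of over 60% in size; hits raise eYFP signal because A3G escapes Vif-driven loss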
Target sequence (Q9HC16 whole entry, looked up): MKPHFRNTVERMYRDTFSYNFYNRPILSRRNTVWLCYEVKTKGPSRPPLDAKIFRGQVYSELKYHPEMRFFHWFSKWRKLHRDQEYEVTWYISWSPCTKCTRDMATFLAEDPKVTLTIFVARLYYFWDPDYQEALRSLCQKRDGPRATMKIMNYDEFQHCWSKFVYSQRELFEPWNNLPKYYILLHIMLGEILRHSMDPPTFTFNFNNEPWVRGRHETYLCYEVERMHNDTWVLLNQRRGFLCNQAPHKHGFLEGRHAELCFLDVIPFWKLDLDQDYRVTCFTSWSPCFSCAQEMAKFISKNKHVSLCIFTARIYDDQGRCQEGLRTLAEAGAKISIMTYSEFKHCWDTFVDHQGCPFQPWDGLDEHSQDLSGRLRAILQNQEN
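HeLa cells stably expressing Vif and C-terminally eYFP-tagged A3G, seeded overnight at 37 deg C, then exposed to compound by pintool overnight at 37 deg C. Rise in yellow fluorescence (Ex 488/Em 500-530, Acumen) marks blocked Vif-driven A3G degradation.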
RGS4 inhibitor – Inhibitors of Regulator of G Protein Signaling (RGS) 4: qHTS. hit rate 0.039% among 390,000. AID 504845, 2011. Regulator of G-protein signaling 4 (Homo sapiens), P49798. Transcreener GDP fluorescence polarization, RGS4-accelerated GTP hydrolysis. Potency, µM (highest dose often 114 µM), inactives show at the top dose activity change, negative = inhibition, actives largely listed as inhibitors; further: on the % scale 0 is the no-effect control and ±100 the full control effect; nearly all actives have a fitted effect of over 75% in size; some results filed as inactive show a strong effect at the top dose
Target sequence (P49798 whole entry, looked up): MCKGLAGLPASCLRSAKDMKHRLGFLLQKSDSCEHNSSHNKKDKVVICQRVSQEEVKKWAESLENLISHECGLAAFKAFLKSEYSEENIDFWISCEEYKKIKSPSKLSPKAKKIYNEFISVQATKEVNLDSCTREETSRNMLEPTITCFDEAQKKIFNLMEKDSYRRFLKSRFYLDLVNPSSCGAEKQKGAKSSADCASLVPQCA
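MLSMR compounds (23 nl, pin-transferred) preincubated 10 min at room temperature with a 500nM (2x) first reagent, then RGS4 at 900nM (2x) plus Transcreener GDP mix added; fluorescence polarization (620/688 nm) read before and after 90 min at 30 °C.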
mIDH1 inhibitor – qHTS for Inhibitors of mutant isocitrate dehydrogenase 1 (IDH1): qHTS; IDH1-R132H enzyme, NADPH consumption, diaphorase/resazurin fluorescence; Potency, µM (highest dose often 76.6 µM), for the others: at the highest dose activity change, negative = inhibition, most hits filed as inhibitors; hit rate 0.093% among 390,000; Isocitrate dehydrogenase [NADP] cytoplasmic (Homo sapiens), O75874; AID 602179, 2012; further: on the % scale 0 is the no-effect control and ±100 the full control effect; nearly all actives have a fitted effect of over 65% in size
Target sequence (O75874 whole entry R132H, stated change not applied): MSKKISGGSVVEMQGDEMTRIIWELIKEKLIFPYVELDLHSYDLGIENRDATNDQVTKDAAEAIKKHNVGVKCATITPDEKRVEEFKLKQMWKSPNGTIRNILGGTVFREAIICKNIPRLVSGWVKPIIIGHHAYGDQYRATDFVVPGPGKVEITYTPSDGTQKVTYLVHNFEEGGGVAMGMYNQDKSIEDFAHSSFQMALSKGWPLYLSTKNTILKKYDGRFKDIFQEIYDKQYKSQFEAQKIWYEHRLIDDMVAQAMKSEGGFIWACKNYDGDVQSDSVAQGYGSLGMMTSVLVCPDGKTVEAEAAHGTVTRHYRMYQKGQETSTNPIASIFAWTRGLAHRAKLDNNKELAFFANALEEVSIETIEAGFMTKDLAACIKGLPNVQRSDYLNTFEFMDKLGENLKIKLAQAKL
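IDH1-R132H (0.5 ug/mL dispensed) in pH 7.5 Tris buffer was preincubated 30 min with compound, then given a substrate mix of 0.016 mM NADPH and 2 mM alpha-KG for 80 min at room temperature; remaining NADPH was read by diaphorase/resazurin fluorescence.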
USP1-UAF1 inh – Inhibitors of USP1/UAF1: Primary Screen | Ubiquitin carboxyl-terminal hydrolase 1 (Homo sapiens), O94782 | recombinant USP1/UAF1, Ub-Rhodamine cleavage fluorescence | Potency, µM (doses to about 57.1 µM), inactives show at the top dose activity change, negative = inhibition, most hits filed as inhibitors | hit rate 0.23% among 390,000; further: on the % scale 0 is the no-effect control and ±100 the full control effect; nearly all actives have a fitted effect of over 60% in size; inactives centre near -12
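1 nM enzyme complex + cpd, 15 min RT; start with Ub-Rho 150nM final; kinetic fluorescence ex 480/em 540, 6 reads q60 s. Buffer 50mM HEPES pH 7.8, 0.5mM EDTA, 0.1 mg/ml BSA, 1mM TCEP, 0.01% Tween-20.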
12-LOX inh – Primary qHTS assay for inhibitors of human arachidonate 12S-lipoxygenase (ALOX12): Round 2; purified 12hLO, xylenol orange hydroperoxide absorbance; hit rate 1.1% among 580,000; Potency, µM (series often up to 108 µM), inactives show top-dose activity change, negative = inhibition, actives largely listed as inhibitors; Polyunsaturated fatty acid lipoxygenase ALOX12 (Homo sapiens), P18054; further: on the % scale 0 is the no-effect control and ±100 the full control effect
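Purified human 12hLO at 150 nM in 25 mM Hepes, 0.01% Triton X-100, pH 7.0, preincubated 15 min at room temperature with compound. Reaction started with 40 uM arachidonic acid, 30 min at room temperature. Hydroperoxide measured by Fe-xylenol orange, 573/405 nm absorbance ratio.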
TrxR1 substrate – qHTS Assay for Substrates of Mammalian Selenoprotein Thioredoxin Reductase 1 (TrxR1): qHTS; Potency, µM (highest dose often 114 µM), inactives show at the highest dose activity change, negative = substrate turnover; hit rate 0.01% among 390,000; Thioredoxin reductase 1, cytoplasmic (Rattus norvegicus), O89049; AID 588456, 2011; purified TrxR1 substrate turnover, NADPH consumption readout; further: on the % scale 0 is the no-effect control and ±100 the full control effect; nearly all actives have a fitted effect of over 50% in size
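Rat TrxR1, dispensed at 90 nM, was prereduced with 400 uM NADPH (final) for 5 min at ~22 deg C, then incubated with compound 15 min before 400 uM selenite. A first-read NADPH fluorescence drop versus no-compound background flagged substrates.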
* = called active by the depositor; ? = inconclusive; nt = no result given; [ ] = another dose, or the depositor's remark. The call rests on the fitted dose curve; in most records, active means well fitted curve in the direction sought with a large enough effect; inconclusive means small, poorly fitted or top-dose-only effect, or another doubt; inactive means no such curve, though single readings can be large; an effect the other way counts as inactive or inconclusive. Potency means the concentration at half of the fitted maximal effect. The list is partial (hit frequency here may not be typical).

molecule	RXFP1 ag	RGS4 inhibitor	mIDH1 inhibitor	Vif-APOBEC3F blk	Vif-APOBEC3G blk	TrxR1 substrate	USP1-UAF1 inh	12-LOX inh	rTrxR1 inhibitor
CN1CCN(CCC(=O)N2c3ccccc3Sc3ccc(Cl)cc32)CC1	-0.4%	29%	4%	-8%	1%	-2%	-6%	?	5%
Cc1sc2ncn(CC(=O)Nc3ccc(C(C)C)cc3)c(=O)c2c1S(=O)(=O)N1CCN(c2ncccn2)CC1	25µM*	-5%	-20%	-11%	-3%	4%	-26%	-2%	29%
COc1ccc(CCC(=O)NCCc2cn3c(C)csc3n2)cc1	1.0%	-30%	2%	-1%	-1%	1%[57.1 µM]	-9%	15%	12%[57.1 µM]
c1ccc2c(c1)[nH]c1c(N3CCC4(CC3)OCCO4)ncnc12	0.8%	14%	2%	nt	-8%	17%	-14%	nt	-6%
CCOC(=O)CSc1ncccn1	0.9%	-2%	-5%	-5%	-4%	9%[57.1 µM]	-14%	-2%	11%[57.1 µM]
CC1CC1C(=O)OCC(=O)NCc1ccccc1Cl (configuration not stated)	-0.7%	-18%	6%	4%	-1%	-7%	-16%	21%	-15%
CC(C)NC(=O)COc1coc(CN2CCN(C(=O)c3ccco3)CC2)cc1=O	0.2%	-10%	2%	-26%	-2%	-9%	-8%	-2%	?
CC(=O)Nc1nc(C2COc3ccccc3O2)cs1 (configuration not stated)	1.0%	10%	-5%	-8%	2%	-3%	2%	-9%	-1%

2 of the compounds above, field by field.
> CN1CCN(CCC(=O)N2c3ccccc3Sc3ccc(Cl)cc32)CC1
- RXFP1 ag: -0.4%
- RGS4 inhibitor: 29%
- mIDH1 inhibitor: 4%
- Vif-APOBEC3F blk: -8%
- Vif-APOBEC3G blk: 1%
- TrxR1 substrate: -2%
- USP1-UAF1 inh: -6%
- 12-LOX inh: ?
- rTrxR1 inhibitor: 5%
> COc1ccc(CCC(=O)NCCc2cn3c(C)csc3n2)cc1
- RXFP1 ag: 1.0%
- RGS4 inhibitor: -30%
- mIDH1 inhibitor: 2%
- Vif-APOBEC3F blk: -1%
- Vif-APOBEC3G blk: -1%
- TrxR1 substrate: 1%[57.1 µM]
- USP1-UAF1 inh: -9%
- 12-LOX inh: 15%
- rTrxR1 inhibitor: 12%[57.1 µM]

Continued.
molecule	RXFP1 ag	RGS4 inhibitor	mIDH1 inhibitor	Vif-APOBEC3F blk	Vif-APOBEC3G blk	TrxR1 substrate	USP1-UAF1 inh	12-LOX inh	rTrxR1 inhibitor
CCc1ccccc1N(CC)C(=O)c1cc2c(s1)-c1ccccc1SC2	5.2%	-18%	nt	nt	nt	23%	-24%	?	22%
Cc1cccc(OCCCN2CCOCC2)c1	1.1%	-17%	4%	-7%	4%	-2%[57.1 µM]	-12%	16%	6%[57.1 µM]
Cc1ccc(-c2nc(CN3CCN(c4cnccn4)CC3)c(C)o2)o1	-0.4%	-26%	6%	10%	4%	-14%[57.1 µM]	-25%	13%	-48%
O=C(Cn1c2ncccc2c(=O)n1-c1ccccc1)NCc1ccccc1Cl	0.1%	-6%	5%	1%	-7%	24%[57.1 µM]	20%	-12%	22%[57.1 µM]
CC(C)(C)OC(=O)N1CCC(c2c(C(=O)NCCc3ccccc3)cnn2-c2ccc(F)cc2)CC1	1.1%	-25%	17%	3%	0%	0%	-10%	1%	12%
COc1ccc(-c2nonc2NC(=O)c2ccco2)cc1OC	-0.6%	19%	-8%	0%	-3%	-4%	-11%	3%	5%
O=C(O)CCSC1CC(=O)N(c2ccccc2)C1=O (configuration not stated)	2.9%	13%	-15%	0%	1%	-4%	-9%	nt	-11%
CCOc1ccccc1NC(=O)c1cc(=O)[nH]c2ccc(S(=O)(=O)N3CCOCC3)cc12	nt	-6%	-11%	-6%	1%	-7%	?	361%[activator]	12%
Cc1cc(NC(=O)c2cc(CC(C)C)on2)no1	-0.6%	13%	-1%	-8%	3%	-2%[57.1 µM]	-16%	-3%	9%[57.1 µM]
Cc1nc(C(F)(F)F)ccc1C(=O)Nc1ccc2ccccc2n1	-2.0%	11%	-23%	-7%	0%	-3%	-10%	0%	6%
O=c1nc(/C=C/c2ccccc2C(F)(F)F)cc(C(F)(F)F)[nH]1	0.7%	-13%	-4%	-28%	-15%	-1%	-17%	?	6%
COc1ccc(NC(=O)C(C)Oc2ccc(/C(C)=N\O)cc2)cc1 (configuration not stated)	0.1%	-44%	5%	4%	5%	-5%	-12%	133%[activator][57.4 µM]	-4%
O=C1CCCN1CC(O)CS(=O)(=O)c1ccccc1 (configuration not stated)	-0.6%	11%	0%	-5%	-1%	13%[57.1 µM]	-15%	-19%	9%
CCC(=O)N1CCc2cc(S(=O)(=O)N(C)c3cccc(C)c3)ccc21	1.7%	-4%	4%	0%	3%	-2%	-15%	-25%	8%
COCC(=O)Nc1cccc2ccccc12	-0.7%	-3%	-4%	5%	3%	11%[57.1 µM]	-8%	12%	33%[57.1 µM]
CCc1nnc(NC(=O)c2ccc(Br)c(S(=O)(=O)N3CCOCC3)c2)s1	0.2%	-27%	18%	-2%	0%	8%[0.457 µM]	1%	23%	18%
NS(=O)(=O)c1ccc(CCNC(=O)C(=O)NCC2OCCN2S(=O)(=O)c2ccc(F)cc2)cc1 (configuration not stated)	-3.7%	20%	-1%	-6%	-3%	-6%	?	13%	-5%
Cc1oc(-c2cccc(Cl)c2)nc1CN1CCC(C(=O)NC(C)C)CC1	-2.3%	-11%	-18%	1%	-3%	3%	-20%	-7%	24%
CC1CCCCN1C(=O)CSc1nnc(-c2ccc(Cl)s2)o1 (configuration not stated)	11%	3%	3%	-11%	-11%	5%	-14%	16%	-12%
C[C@@H]1CN([C@@H](C)CO)C(=O)c2cccc(NC(=O)C3CCCCC3)c2O[C@@H]1CN(C)C(=O)NC1CCCCC1	nt	3%	4%	-2%	-22%	-10%[57.1 µM]	-8%	10%	-1%[57.1 µM]
CN(C)S(=O)(=O)c1ccc(Cl)c(C(=O)Nc2cccc([N+](=O)[O-])c2)c1	0.3%	25%	1%	2%	1%	-5%	-10%	-1%	18%
CCn1c(=O)c(C(=O)NCc2ccc(Cl)cc2)c(O)c2ccccc21	3.3%	-3%	4%	-1%	0%	5%	-24%	4%	30%
CC(C)CC(=O)NC1(C(F)(F)F)C(=O)N(Cc2ccccc2)C2=C1C(=O)CC(C)(C)C2 (configuration not stated)	-2.6%	-15%	-2%	0%	-1%	-5%	-18%	0%	-8%
CCn1nnnc1SCC(=O)c1cc(OC)ccc1OC	2.7%	-46%	12%	8%	-3%	-2%[57.1 µM]	-14%	-35%	5%
Cc1cc(C)cc(C(=O)Nc2cc(C(F)(F)F)ccc2N2CCN(c3ccccc3)CC2)c1	-0.1%	-24%	-7%	8%	0%	8%[11.4 µM]	-22%	-9%	2%
C=CCn1c(SCC(=O)O)nc2sc(CC)cc2c1=O	-1.5%	-2%	4%	10%	-5%	-2%	-24%	?	4%
O=C(c1ccc(CNS(=O)(=O)c2cccc(C(F)(F)F)c2)cc1)N1CCOCC1	-0.2%	24%	1%	0%	0%	14%	0%	24%	40%[activator]
CCN(CCCNC(=O)CCn1c(=S)[nH]c2cc3c(cc2c1=O)OCO3)c1cccc(C)c1	?	-27%	-9%	-4%	1%	-4%	-7%	17%	10%
Cc1ccc(OCC(=O)N(Cc2ccco2)Cc2ccco2)cc1	2.7%	14%	4%	-2%	-4%	1%	-27%	0%	12%
O=C(Nc1ccc(NC(=O)c2ccccc2O)cc1)Nc1ccc(F)cc1F	-0.9%	-33%	2%	13%	1%	45%	-3%	176%[activator]	40%
COc1ccc(-c2cc(C(F)(F)F)nc(SCC(=O)N3CCCCC3)n2)cc1	-0.2%	-5%	8%	1%	1%	3%	-22%	-30%	22%
Cc1[nH]c2ccccc2c1C(=O)CSc1ccccn1	0.8%	17%	7%	-3%	-17%	-5%	-10%	-6%	2%
CC1CCCC(C)N1C(=O)COC(=O)c1cc(S(=O)(=O)N2CCOCC2)ccc1Cl (configuration not stated)	2.2%	17%	1%	?	-1%	-8%	1%	4%	-8%
